RMI FANCM FP: RMI-FANCM interaction inhibition. FP signal (polarization) at 33 µM. Fluorescence polarization, RMI core complex with F-MM2 peptide; active compounds read low. 70,000 compounds, 0.58% hits; in the data active means FP signal below about 40; further: inactives centre near 61; strong numbers were not always called active; unit not given here
* marks the source's active call; other numbers are inactive results; & = joins results of further samples. Only part of the results is shown. The share of hits here may be higher or lower than overall.

The opening four records, to show the layout:
SMILES	RMI FANCM FP
O=C(NCC(c1ccsc1)N1CCOCC1)NC1CCCCC1 (configuration not stated)	74
CC(C)Oc1ccc(C(=O)N2CCNC(=O)C2(C)C)cc1	57
Cc1ccc(NC(=O)Cc2cc(=O)[nH]c(SCc3cccc(Cl)c3)n2)cc1C	60
O=C(NCCCS(=O)(=O)N1CCN(c2ccccn2)CC1)C(c1ccccc1)c1ccccc1	90

The whole of this part, repeating the preview:
SMILES	RMI FANCM FP
O=C(NCC(c1ccsc1)N1CCOCC1)NC1CCCCC1 (configuration not stated)	74
CC(C)Oc1ccc(C(=O)N2CCNC(=O)C2(C)C)cc1	57
Cc1ccc(NC(=O)Cc2cc(=O)[nH]c(SCc3cccc(Cl)c3)n2)cc1C	60
O=C(NCCCS(=O)(=O)N1CCN(c2ccccn2)CC1)C(c1ccccc1)c1ccccc1	90
Cc1nc(SCc2ccccc2F)[nH]c(=O)c1CC(=O)NCc1ccncc1	62
CC(=O)N1CCN(c2ccnc3c2c(=O)n(CC(=O)NCC2CCCO2)c(=O)n3C)CC1 (configuration not stated)	51
Cc1ccc(-c2noc(-c3cccn(CC(=O)Nc4ccc(F)cc4F)c3=O)n2)cc1	95
COc1cccc(C(=O)NCCn2nc(-c3ccncc3)ccc2=O)c1	65
O=C(Nc1cc(C(F)(F)F)ccc1N1CCOCC1)c1cccnc1Oc1ccccc1	55
O=C(NC1CC(=O)N(c2ccc3c(c2)OCCO3)C1)c1cccc2ccccc12 (configuration not stated)	53
NC(=O)CSc1nc2ncnc(N)c2[nH]1	58
CCOc1ccccc1C(=O)NCCn1ncc2c(=O)n(Cc3ccc(F)cc3)cnc21	70
CC1CCc2c(sc(NC(=O)CCCOc3ccc(C(C)(C)C)cc3)c2C(N)=O)C1 (configuration not stated)	64
CCC(=O)NCCCn1nc(-c2ccc(C)cc2)ccc1=O	66
C=CCOC(=O)C1=C(C)Nc2[nH]c(=O)[nH]c(=O)c2C1c1ccccc1 (configuration not stated)	64
O=C(Nc1ccccc1N1CCCCC1)C1=CCCCC1C(=O)O (configuration not stated)	56
Cc1ccc(C)n1N1C(=O)c2ccccc2C1=O	53
O=C(O)c1ccccc1Nc1ccccc1	55
CC1SC(=NS(=O)(=O)c2ccc(F)cc2)N(C2CCCCC2)C1=O (configuration not stated)	61
COc1ccc(-c2ccc(NC(=O)C(F)(F)F)cc2)nn1	53
CSC(=S)Nc1ccc(F)cc1F	56
CC(C)(C#Cc1cncnc1)OC(=O)Nc1ccc(Cl)cc1	52
Cc1csc(NC(=O)CN2CCC3(CC2)NC(=O)N(Cc2ccc(F)cc2)C3=O)n1	55
Cc1ccc(S(=O)(=O)Nc2cccc(C(=O)Nc3c(C(N)=O)oc4ccccc34)c2)cc1	66
COc1cccc2cc(-c3cc(=O)oc4cc(OCC(=O)OC(C)C)ccc34)c(=O)oc12	56
Next structures
SMILES	RMI FANCM FP
COc1ccccc1N1CCN(C(=O)Cn2cnc3c(sc4cccc(F)c43)c2=O)CC1	73
O=C(O)/C=C/C(O)c1ccc([N+](=O)[O-])cc1 (configuration not stated)	58
CCOC(=O)c1cc(-c2ccc([N+](=O)[O-])cc2)oc1C	61
Cc1cc(C)c2nc(N3CCN(C(=O)c4ccccc4)CC3)sc2c1	62
CCOC(=O)C1CCCN(C(=O)NC2CC(=O)N(c3ccc(Cl)cc3)C2)C1 (configuration not stated)	58
c1ccc2c(c1)Cn1c-2nc2ccccc21	66
CCOC(=O)C(NC(=O)c1ccco1)(Nc1ccc(Cl)cc1)C(F)(F)F (configuration not stated)	52
CCN(CCCc1ccccc1)CCCc1ccccc1	61&59
NC(=O)Cn1c(CO)cnc1SCC(=O)NCc1ccc2c(c1)OCO2	54
COc1cn2c(cc1=O)C(=O)N(CCNC(=O)c1c(F)cccc1Cl)CC2	65
COc1ccc(C(=O)NCCCn2nc(-c3ccco3)ccc2=O)cc1	67
COc1ccc2nc(-c3ccc(OC)c(NC(=O)c4cccc(Cl)c4)c3)cn2n1	80
O=C(NCCCn1ccnc1)c1c(O)nc2ccccn2c1=O	52
O=S(=O)(c1ccccc1)N1CCCN(c2nc3ccc(Cl)cc3s2)CC1	59
COc1cc(C(=O)NNC(=O)c2cc(C)[nH]n2)cc(OC)c1OC	60
O=S(=O)(Nc1ccc(-c2ccc3nnc(-c4ccccn4)n3n2)cc1)c1ccccc1F	54
Cc1cc(C)c(C#N)c(SCC(=O)NCc2ccco2)n1	71
CCOc1ccc(-c2cc3c(=O)n(CC(=O)NCCc4ccccc4)ncn3n2)cc1	121
Cc1cc(SCC(=O)c2cccs2)n2nc(C)c(-c3ccccc3)c2n1	64
O=C(NCc1ccccn1)c1ccc(Cn2cnc3ccccc32)o1	59
Cc1nn(C)c(C)c1NS(=O)(=O)c1cc(C(F)(F)F)cc(C(F)(F)F)c1	55
CC(C)(C)Cc1nnc(C2CCCN(C(=O)NC3CCCCC3)C2)o1 (configuration not stated)	60
CN1CCCc2cc(C(CNC(=O)c3ccccc3Cl)N3CCOCC3)ccc21 (configuration not stated)	56
COc1ccc(-c2ccc(C)c(NC(=O)c3c(OC)cccc3OC)c2)nn1	70
O=C(O)Cc1c(Br)oc2ccc3ccccc3c12	64

Not a retest: entries from further up.
SMILES	RMI FANCM FP
Cc1cc(SCC(=O)c2cccs2)n2nc(C)c(-c3ccccc3)c2n1	64
O=C(NCc1ccccn1)c1ccc(Cn2cnc3ccccc32)o1	59
Cc1nn(C)c(C)c1NS(=O)(=O)c1cc(C(F)(F)F)cc(C(F)(F)F)c1	55
CC(C)(C)Cc1nnc(C2CCCN(C(=O)NC3CCCCC3)C2)o1 (configuration not stated)	60
CN1CCCc2cc(C(CNC(=O)c3ccccc3Cl)N3CCOCC3)ccc21 (configuration not stated)	56
COc1ccc(-c2ccc(C)c(NC(=O)c3c(OC)cccc3OC)c2)nn1	70
O=C(O)Cc1c(Br)oc2ccc3ccccc3c12	64

Other entries follow.
SMILES	RMI FANCM FP
COc1cccc(-c2ccc(=O)n(CCCC(=O)Nc3cc(C)no3)n2)c1	72
N#C/C(=C\c1ccc([N+](=O)[O-])cc1)C(=O)Nc1ccc(F)c(F)c1F	52
CN1C(=O)C(C)(C)COc2ccc(NS(=O)(=O)c3cccc4ccccc34)cc21	68
CCc1ccc(S(=O)(=O)NCC(c2cccn2C)N2CCc3ccccc3C2)s1 (configuration not stated)	67
Cc1ccc(C(=O)NCCn2ncc3c(=O)n(Cc4cccc(F)c4)cnc32)cc1C	67
O=C(Nc1ccc(SCC(=O)N2CCOCC2)nn1)c1ccco1	67
O=[N+]([O-])c1ccc(Nc2nc(-c3ccccc3)c3cc(Cl)ccc3n2)cc1	61
CC(=O)N1CCc2ccc(NC(=O)Cc3cccc4ccccc34)cc2C1	64
O=C(c1ccc(Oc2cc(Cl)cc(Cl)c2)o1)N1CCN(Cc2cccnc2)CC1	61&53
O=S(=O)(c1cccc(F)c1)N1CCN(Cc2ccc3c(c2)OCO3)CC1	49
Cc1nnc(NC(=O)CCc2csc(NC(=O)c3ccc[nH]c3=O)n2)s1	88
COC(=O)C1=C(C)NC(=S)NC1c1cc(OC)c(OC)c(OC)c1 (configuration not stated)	63
O=C(CCSc1ccc(F)cc1)Nc1cccc2ccccc12	57
Cc1nn(C)c(C)c1N=Nc1c(C)nn(C)c1C	52
Cc1nc(-c2ccccc2)sc1C(=O)NCCCn1nc(-c2ccncc2)ccc1=O	65
O=[N+]([O-])c1ccc(Cc2nc3ccccc3nc2-c2ccccc2)cc1	54
CN(C)CCN(C(=O)c1cc2cc([N+](=O)[O-])ccc2s1)c1nc2cc3c(cc2s1)OCO3	75
Nc1nccnc1C(=O)N/N=C/c1ccco1	57
O=C(CSc1ccc2ccccc2n1)Nc1nsc(-c2ccc(Cl)cc2)n1	75
Cc1ccc(CN2CCS(=O)(=O)CC2)cc1	54
C#CCn1c(=NC(=O)Cc2cccc3ccccc23)sc2cc(OC)ccc21	89
Cc1ccc(N2C(=O)C3N=NN(CC(=O)Nc4ccc(F)c(Cl)c4)C3C2=O)cc1Cl (configuration not stated)	52
O=C(Nc1nc2ccccc2s1)c1ccc(=O)n(Cc2cccc([N+](=O)[O-])c2)c1	61&56
COc1ccc(/C=N\N=C2\NC(=O)C(CC(=O)NC(N)=O)S2)c(C(=O)O)c1OC (configuration not stated)	60
CCOC(=O)c1cc(-c2ccccc2)sc1NC(=O)CN1CCN(C)CC1	66
The list goes on.
SMILES	RMI FANCM FP
O=C(O)c1cc(-c2ccc(F)c(F)c2)on1	68
Cc1ccc2nc(NC(=O)CSc3nnc(-c4c[nH]c5ccccc45)n3C)sc2c1	54
CC1=N/C(=C\c2sccc2C)C(=O)O1	61
CCOC(=O)c1sc(NC(=O)Cc2ccc(C)cc2C)nc1-c1ccccc1	69
CC(C)N1C(=O)SC(Nc2cccc(C(=O)O)c2)C1=O (configuration not stated)	60
CCOC(=O)/C(C#N)=C/Nc1cc(C)c(OS(=O)(=O)c2cc(Cl)cc(Cl)c2)c(Cl)c1	61
N#CC(C#N)=NNc1ccc(Cl)c(Cl)c1C#N	49
C/C(=N/OCc1cccc(C(=O)N=S(C)(=O)c2ccccc2)c1)c1ccc(Cl)cc1 (configuration not stated)	64
CCCCOC(=O)c1ccc(NC(=O)c2cc(=O)c(OC)co2)cc1	62
O=C(NNC(=O)c1cccc([N+](=O)[O-])c1)Nc1ccc(Cl)cc1	48
FC(F)(F)c1cc(C#CCN2CCOCC2)cc(C(F)(F)F)c1	51
CCOC(=O)c1cccc(NC(=O)Cn2c(C)cc(C)c(-c3nc(-c4ccc(C)cc4)no3)c2=O)c1	81
OC1(c2ccc(F)cc2)Cc2ccccc2C2=NCCN21 (configuration not stated)	55
N#CC(C(=O)c1ccccc1Cl)=C1SCCCS1	50
O=C(Cn1nnc2ccccc21)N/N=C\c1cccs1	58
CC1(C)c2ccccc2-n2c1cc(O)c(-c1ccccc1)c2=O	52
Cc1ccc(C)c2[nH]c(=O)c(CCNC(=S)Nc3ccc(OC(F)F)cc3)cc12	72
COCC1(C)OC(=O)C(C(=O)OC)=C1C (configuration not stated)	51
CC(C)(C)C(=O)Nc1nc(CC(=O)Nc2ccc(Cl)c(Cl)c2)cs1	57
O=C(O)CCCN1C(=O)/C(=C\c2ccc(-c3nc4ccccc4s3)o2)SC1=S	106
Cn1cc(CC(=O)Nc2ccc(F)cc2)c2ccccc21	65
O=C(Cc1csc(SCC(=O)c2ccc3c(c2)OCO3)n1)NCc1cccs1	73
O=C(c1ccccc1)N1CCN(c2ccc(-c3ccncc3)nn2)CC1	64
CSc1ncc(Cl)c(C(=O)Nc2nc3c(C)cccc3s2)n1	61
CC(=O)OCCCCON1C(=O)c2ccccc2C1=O	62
The results go on:
SMILES	RMI FANCM FP
COc1ccc(Cl)cc1C(=O)Nc1ccc2c(c1)OCC(C)(C)C(=O)N2C	54
O=C(O)c1ccccc1NC(=S)NC(NC(=O)c1ccccc1[N+](=O)[O-])C(Cl)(Cl)Cl (configuration not stated)	59
O=C(O)C1CCCNC1 (configuration not stated)	55&54&52
Cc1cn2c(=O)c(C(=O)Nc3ccc(Br)c(C)c3)cnc2s1	52
Cc1cc(C)c2nc(C)cc(NC(=O)c3cccs3)c2c1	63
O=C(Nc1ccc2c(c1)CN(C(=O)C1CC1)CC2)c1c(F)cccc1Cl	75
CO[C@]12C[C@@H](COC(=O)c3cncc(Br)c3)CN(C)[C@@H]1Cc1cn(C)c3cccc2c13	68&52
CCc1c(C)nc(-n2nc(C)cc2NC(=O)C(=O)NCCc2c[nH]c3ccccc23)[nH]c1=O	63
CC(C)(C)C(=O)NCCn1ncc2c(N3CCN(c4ncccn4)CC3)ncnc21	65
O=C(Nc1ccc(F)cc1)c1cc(=O)c(OCc2ccccc2)c[nH]1	63
O=S1(=O)CCC(NCCO)C1 (configuration not stated)	60
N#CC(c1ccc(Cl)cc1)N1CCOCC1 (configuration not stated)	53
Cc1cc(C)nc(SCc2cc(=O)c(OC(=O)c3cccs3)co2)n1	56
COc1ccc(CCNC(=O)C2CCN(c3ncnc4c3sc3ncccc34)CC2)cc1OC	64
COc1ccc(-c2ccc(=O)n(Cc3nc(-c4ccc(Cl)cc4)no3)n2)cc1	70
CCN(CC)C(=O)/C=C/c1ccc(OC)c(S(=O)(=O)N2CCCCC2)c1	66
COc1cccc(-n2ccnc2SCC(=O)Nc2cc(C)on2)c1	60
COc1ccccc1/C=C1\SC(=S)N(NC(=O)c2ccccc2Cl)C1=O	65
O=C(CCCn1nc(-c2cccs2)ccc1=O)N1CCN(c2ccccc2)CC1	69
Cc1cc(-c2ccccc2)nc2oc3c(SCC(=O)c4ccc(-c5ccccc5)cc4)ncnc3c12	32*
CCCC(=O)Nc1ccc2c(c1)C(=O)CC(c1cc(OC)c(OC)c(OC)c1)O2 (configuration not stated)	69
COC(=O)CNC(c1ccccc1)c1cc(Cl)ccc1NC(=O)c1cc(OC)c(OC)c(OC)c1 (configuration not stated)	61
N#C/C(=C\c1ccc[nH]1)C(=O)NCC1CCCO1 (configuration not stated)	64
O=C(Nc1onc2c1CCCC2)C1CCCN1S(=O)(=O)c1cccs1 (configuration not stated)	57
Cc1c(Cl)cccc1NC(=O)C(=O)NCCc1ccc(N2CCCC2)cc1	76

Some of the entries above, set out differently.
O=C(Nc1ccc(F)cc1)c1cc(=O)c(OCc2ccccc2)c[nH]1
  RMI FANCM FP: 63
O=S1(=O)CCC(NCCO)C1 (configuration not stated)
  RMI FANCM FP: 60

2 records drawn at random from those above, as already listed:
SMILES	RMI FANCM FP
O=S(=O)(Nc1ccc(-c2ccc3nnc(-c4ccccn4)n3n2)cc1)c1ccccc1F	54
CC1(C)c2ccccc2-n2c1cc(O)c(-c1ccccc1)c2=O	52

Next part.
SMILES	RMI FANCM FP
Cc1ccc(Cc2cnc(NC(=O)/C(C#N)=C/c3ccc(F)cc3)s2)cc1	69
O=C(CCSc1nnc2scc(-c3ccccc3)n12)Nc1ccc(F)cc1	65
Clc1ccc(-c2ccco2)nn1	71
O=C(Cc1ccc(F)cc1)Nc1nnc(CS(=O)(=O)c2ccccc2)o1	53
O=C(Nc1nnc(-c2ccno2)o1)c1ccc(C(=O)c2ccccc2)cc1	58
Cc1c(C)n2c3c(=O)n(CC(C)C)c(=O)n(C)c3nc2n1Cc1ccco1	63

Screens from PubChem.
